Bioassay records (PubChem BioAssay)
AID2073: inhibitors of Mint1-CaV2.2 protein interaction, biochemical, HTRF (AID 2073); HTRF protein-protein interaction, Mint1-CaV2.2; higher % means a stronger effect; inhibition, % at 20 µM; hits with a dose series show IC50 in µM; 290,000 tested, 0.19% active; in the data active = inhibition mostly above about 51%, no sharp cut-off; inconclusive = no clear call, values can overlap the other calls; inactive = mostly below about 53%; note: some results filed as inactive read as strong as hits
Large T inhibition: TAg ATPase/helicase activity blockers – biochemical (AID 1903). SV40 large T antigen ATPase/helicase inhibition assay; higher % means a stronger effect. inhibition, % at 20 µM, or IC50 in µM where a hit was titrated. 310,000 tested, 0.39% active; in the data active = a potency from the dose series; inconclusive = inhibition mostly from about 32% at the one dose, without a potency; inactive = the rest, 99 in 100 with inhibition below about 32%; note: strong numbers were not always called active
NS5 inhibitors: Dengue-2 NS5 methyltransferase inhibitors, primary screen, biochemical, confirmation dose response (AID 588689); Dengue-2 NS5 methyltransferase capping enzyme assay, biochemical; higher % means a stronger effect; inhibition, % at 25 µM, or IC50 in µM where a hit was titrated; 340,000 tested, 0.3% active; in the data active = a potency from the dose series; inconclusive = inhibition above about 29% without an active follow-up result
GPR35 antagonists: GPR35 antagonists blocking zaprinast-driven arrestin recruitment, primary screen, imaging, U2OS, beta-arrestin-GFP, zaprinast agonist (AID 2058). U2OS GPR35 beta-arrestin-GFP translocation imaging, zaprinast antagonism; higher % means a stronger effect. one-dose inhibition, % at 10 µM; IC50 in µM for titrated hits. 290,000 tested, 0.052% active;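 active = inhibition of at least 50% with at least 30 cells and total cytoplasm GFP at most 10,000,000; inconclusive = under 30 cells or total GFP of 10,000,000 plus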
Yfh1-depleted yeast: mitochondrial function rescue without frataxin homolog – Friedreich's ataxia, plus single-dose screen, dose response (AID 1465) | 220,000 tested, 0.074% active | fold induction at 50 µM; hits with a dose series show EC50 in µM | S. cerevisiae Yfh1-off respiration, WST-1 reduction, 72 h; higher fold induction means a stronger effect;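 active = fold induction of absorbance versus untreated yeast above a set limit, then at least 30% activation at any dose in follow-up; inconclusive = repeats straddling the limit, or above it without dose testing; inactive = fold induction below the set limit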;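 note: activators that raise dye reduction in frataxin-depleted yeast; strong numbers were not always called active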
NTR1 ag: NTR1-driven beta-arrestin-GFP spot formation – imaging, U2OS cells, high content, primary screen (AID 493036). P30989. agonist mode. activation, % at 20 µM. 330,000 tested, 0.17% active;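 active = activation at or above 40% of the spot to cytoplasm intensity ratio, with at least 20 cells analyzed; inconclusive = wells under 20 cells, flagged as cytotoxic or low count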;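 note: 0% = DMSO without peptide and 100% = 100 nM NTR1 peptide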
Target sequence (P30989 whole entry, looked up): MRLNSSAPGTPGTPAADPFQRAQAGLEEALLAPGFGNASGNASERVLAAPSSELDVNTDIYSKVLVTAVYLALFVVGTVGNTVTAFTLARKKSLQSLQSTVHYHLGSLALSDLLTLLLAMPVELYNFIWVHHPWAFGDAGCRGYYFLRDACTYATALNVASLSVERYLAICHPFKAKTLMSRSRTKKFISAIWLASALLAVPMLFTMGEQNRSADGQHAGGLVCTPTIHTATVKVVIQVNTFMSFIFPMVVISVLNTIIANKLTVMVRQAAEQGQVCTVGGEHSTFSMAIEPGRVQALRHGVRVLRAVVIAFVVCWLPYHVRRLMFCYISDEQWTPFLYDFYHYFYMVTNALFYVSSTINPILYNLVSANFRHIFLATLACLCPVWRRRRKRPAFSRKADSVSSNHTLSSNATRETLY
GPR55 LPI antagonism: GPR55 antagonists blocking LPI-driven arrestin recruitment, primary screen, imaging, U2OS, beta-arrestin-GFP, LPI agonist (AID 2013) | 290,000 tested, 0.13% active | U2OS GPR55 beta-arrestin-GFP translocation imaging, LPI antagonism; higher % means a stronger effect | inhibition, % at 10 µM, or IC50 in µM where a hit was titrated;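 active = spots per cell inhibited over 60%, with over 100 cells counted and total cytoplasm intensity under 500,000; inconclusive = wells with under 100 cells, flagged as likely toxic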;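 note: U2OS cells stably carrying GPR55 and arrestin-GFP stimulated by 5 µM LPI near EC80; imaged beta-arrestin-GFP aggregate spots per cell after agonist stimulation; plate controls were LPI-stimulated DMSO wells for no effect and DMSO wells without LPI for full effect; some results filed as inactive read as strong as hits; confirmed hits need IC50 under 10 µM and bright autofluorescent wells are also inconclusive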
Rac1 GTP hydrolysis: MgcRacGAP GTPase-activating activity inhibitors, confirmation, biochemical, ADP Hunter fluorescence; MgcRacGAP-stimulated Rac1 GTP hydrolysis, ADP Hunter fluorescence; higher % means a stronger effect; GST-tagged Rac1 F28L mutant substrate; one-dose inhibition, % at 30 µM; IC50 in µM for titrated hits; 340,000 tested, 0.6% active; AID 624330;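 active = first-screen hits whose inhibition reached a set limit at any dose in the follow-up dose series; inconclusive = inhibition above the set first-screen limit but never retested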;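 note: fluorescence reports GDP produced by GAP-driven GTP hydrolysis; strong numbers were not always called active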
GPR55 beta-arrestin: GPR55 agonists via beta-arrestin recruitment, primary screen, imaging, U2OS cells, beta-arrestin-GFP redistribution (AID 1961); 290,000 tested, 0.048% active; one-dose activation, % at 10 µM; EC50 in µM for titrated hits; U2OS GPR55 beta-arrestin-GFP redistribution imaging; higher % means a stronger effect;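 active = activation above 40% with more than 50 cells counted in the well; inconclusive = wells holding fewer than 50 cells, flagged as toxic or sparse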;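 note: U2OS osteosarcoma cells stably expressing GPR55 and beta-arrestin-GFP; plate controls were DMSO negative control for no effect and LPI positive control for full effect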
NTR1 ag cell count 20 µM: further read-out of NTR1 ag, marked with its call; cell count; measured here: cell count, cytotoxicity flag
NS5 inhibitors pilot replicate: second read-out of NS5 inhibitors, no call of its own (marks repeat the call); inhibition, %; measured here: pilot screen replicate inhibition
* hit, by the source's call; i = inactive; ? = inconclusive; . = not tested or not shown; & = joins results of further samples. Rows are unselected; overall some 1.7% were active at least once.

SMILES	AID2073	Large T inhibition	NS5 inhibitors	GPR35 antagonists	Yfh1-depleted yeast	NTR1 ag	NTR1 ag cell count 20 µM	GPR55 LPI antagonism	Rac1 GTP hydrolysis	GPR55 beta-arrestin	others
CCOC(=O)CN1C(=O)C2(OCCCO2)c2cc(Br)ccc21	-3.1%	1.0%	-5.0%	4.2%	.	0.7	70	-10.6%	10.7%	0.3%
COc1cc(S(N)(=O)=O)c(OC)cc1N	11.9%	27.1%	-2.6%	-3.0%	i	-0.7	46	10.2%	7.5%	-0.1%
CC(C)Cn1c(N)c(C(=O)CSc2ccc3c(c2)OCCO3)c(=O)n(C)c1=O	16.0%	14.3%	-3.1%	12.8%	i	0.2	88	4.0%	7.2%	-0.1%
COc1ccc(CC(C)N2CCN(Cc3ccccc3)CC2)cc1OC (stereo unspecified)	-2.5%	6.5%	.	-15.8%	.	0.9	54	-9.0%	12.0%	-0.2%
c1ccc(Cn2nc(-c3ccccc3)nc2-c2ccccc2)cc1	3.2%	-3.1%	1.4%	-6.8%	i	2.2	45	13.1%	9.6%	-0.3%
CN(C)c1ccc(CNC(=O)CCS(=O)(=O)c2ccc3c(c2)n(C)c(=O)c(=O)n3C)cc1	26.7%	15.1%	-6.2%	-4.9%	.	-1.5	83	9.4%	1.3%	-0.1%
COc1ccc(N(C(=O)/C=C/C(=O)Nc2cc(C)on2)C(C(=O)NC2CCCC2)c2ccccc2C)cc1 (stereo unspecified)	2.3%	16.5%	-8.9%	-13.1%	i	.	.	12.5%	-1.8%	0.2%
Cc1cc(=O)[nH]c(SCC(=O)c2ccc(C(C)C)cc2)n1	0.7%	2.4%	8.9%	3.3%	i	0.5	70	28.7%	2.7%	-0.1%
NS(=O)(=O)c1ccc(CCNC(=O)C(=O)C2C(=O)Nc3ccccc32)cc1 (stereo unspecified)	-4.1%	16.5%	-6.4%	5.0%	i	0.8	59	3.6%	19.0%	0.4%
CN(CC(=O)NC(=O)NC(C)(C)C)CC(=O)Nc1ccccc1Cl	-19.0%	-2.9%	3.2%	2.6%	i	-0.6	32	2.6%	3.6%	0.0%
COc1ccc(CCN2C(=O)CSC2=Nc2ccc(C)cc2C)cc1OC	19.6%	9.4%	-2.4%	-2.0%	i	5.5	46	-2.0%	12.7%	-0.2%
CN1CCN(CC(=O)O)CC1	-0.9%	17.9%	3.2%	-10.3%	i	-1.0	59	6.1%	2.5%	-0.1%
COc1cccc(-c2ccc(NC(=O)C3CCCN(Cc4cc(C)[nH]n4)C3)cc2)c1 (stereo unspecified)	-0.2%	28.5%	-2.7%	-13.1%	.	0.8	48	-1.1%	11.1%	0.6%
Cc1nccn1S(=O)(=O)c1cc([N+](=O)[O-])ccc1Cl	-2.6%	10.8%	-9.3%	16.4%	i	1.9	39	-1.5%	3.6%	-0.1%
O=C(Nc1cccc(F)c1)/C(=C\c1cccnc1)NC(=O)c1ccco1	-3.0%	5.4%	-4.5%	-2.2%	i	-0.9	71	4.5%	5.1%	-0.1%
COC(=O)c1sc(S(=O)(=O)N2CCC(C(=O)O)CC2)c(C(=O)OC)c1C	0.0%	20.4%	-2.6%	0.7%	i	2.7	79	-3.3%	4.7%	0.2%
CC(C)N(Cc1nc(-c2ccccc2)no1)C(=O)CCCN1C(=O)c2ccccc2C1=O	-4.9%	21.3%	0.0%	-8.0%	i	-0.6	69	-1.2%	4.3%	0.0%
Cn1nc(OC(=O)Nc2ccc(Cl)cc2)cc1C(F)(F)F	0.6%	-0.2%	.	11.3%	i	-0.5	72	8.2%	.	0.0%
Cc1cc(=O)oc2cc(OCc3cc4c(cc3Cl)OCO4)ccc12	21.3%	0.8%	0.7%	6.1%	i	-0.9	53	14.0%	5.8%	-0.1%
Cn1cnc(S(=O)(=O)N2CCN(c3cccc(C(F)(F)F)c3)CC2)c1	5.1%	2.8%	-1.8%	-0.5%	.	0.0	62	-16.1%	4.9%	-0.2%
COc1ccc([N+](=O)[O-])cc1/C=N/Nc1nc(N2CCCCC2)nc(N2CCCCC2)n1	37.2%	10.1%	-4.4%	-1.7%	i	9.5	58	16.2%	9.7%	-0.4%
O=C(CSc1nnc(SCc2ccccc2)s1)N/N=C/C=C\c1ccco1	79.7%	29.6%	5.5%	-15.0%	i	1.8	106	7.3%	21.8%	0.5%
NS(=O)(=O)c1cnccc1Nc1cccc(F)c1	.	7.7%	0.8%	.	.	-0.9	48	.	5.3%	.
CCOC(=O)N1CCN(CCC(=O)Nc2cc(C)ccc2OC)CC1	-15.1%	17.9%	-9.6%	10.8%	i	-0.5	76	4.8%	-5.3%	-0.1%
CCOc1cccc(/C(O)=C2/C(=O)C(=O)N(CCOC)C2c2ccncc2)c1 (stereo unspecified)	2.0%	0.1%	1.6%	-5.3%	i	0.3	46	12.3%	0.8%	0.0%
COc1c(C(O)CC(C)C)ccc2c1C(=O)OCc1cc(C)cc(O)c1O2 (stereo unspecified)	8.4%	8.2%	2.9%	-0.3%	i	3.1	105	15.1%	8.1%	0.5%
CC1=NN(C(N)=S)C(=O)C1N=Nc1ccc(Br)cc1 (stereo unspecified)	-9.5%	9.7%	7.7%	5.3%	.	-0.3	62	-2.5%	12.4%	0.3%
CC1=CC(C)(C)NC(=S)N1c1cc(C)cc(C)c1	12.8%	5.9%	-3.7%	-15.1%	i	-1.1	54	-15.3%	6.9%	-0.4%
CC(=O)N1CCN(c2ccccc2NC(=O)c2ccc(C#N)cc2F)CC1	0.8%	-4.7%	-3.7%	1.6%	i	-1.1	50	1.5%	3.5%	-0.2%
Cc1sc2ncnc(N3CCC(C(=O)Nc4ccccc4C(C)(C)C)CC3)c2c1C	.	3.5%	4.3%	.	.	4.8	65	.	2.8%	.
CN(C)CCCN(Cc1cc2cc3c(cc2[nH]c1=O)OCO3)C(=S)NCc1ccco1	11.5%	23.2%	-6.8%	17.0%	i	-0.3	49	12.8%	6.3%	0.3%
O=C(C1CCCCN1S(=O)(=O)c1ccc(F)cc1)N1CCN(c2ccccc2F)CC1 (stereo unspecified)	-3.8%	-2.2%&3.6%	-2.8%	-6.1%	i	-1.5	48	5.4%	2.6%	-0.2%
Cc1nc(SCc2ccccc2)n[nH]1	0.8%	15.7%	-2.6%	1.2%	.	-0.9	47	2.9%	0.3%	1.2%	NS5 inhibitors pilot replicate=-5.8
Cc1sc(NC(=O)CSc2nnc(COc3ccccc3)n2C)c(C#N)c1C	-3.1%	8.2%	-9.8%	14.9%	i	3.1	75	0.1%	8.4%	-0.1%
COc1cccc(CN(C(=O)Cn2nnc(-c3ccccc3F)n2)C(C(=O)NC(C)(C)C)c2ccncc2)c1 (stereo unspecified)	-19.5%	10.4%	-6.7%	-2.7%	i	2.2	31	9.3%	-10.5%	0.2%
COc1ccc(-c2cc(CNC(=O)CCl)on2)cc1	8.3%	18.4%	-0.7%	2.8%	?	-0.9	34	14.3%	-8.1%	0.0%
COc1ccc2c(c1)nc(SCC(=O)c1cccs1)n2C	-11.4%	1.7%	-3.5%	-5.5%	i	0.1	70	.	10.3%	-0.1%
O=C(OCc1nnc(-c2ccccc2)o1)c1cc(Cl)ccc1[N+](=O)[O-]	7.6%	14.7%	-11.1%	4.1%	i	3.2	46	5.2%	3.4%	-0.7%
COC(=O)c1ccc(NC(=S)NC2CCCCC2C)cc1 (stereo unspecified)	-9.0%	5.7%	-7.3%	-3.5%	i	3.9	44	-4.9%	5.9%	-0.2%
Cc1nn(-c2ccccc2)c(NC(=O)c2ccccc2)c1Br	19.8%	9.4%	-4.8%	5.7%	.	1.8	43	58.0%	4.2%	-0.3%
CC(=O)N1c2ccc(S(=O)(=O)N3CCCCC3)cc2CC1C(=O)Nc1cccc(C)c1 (stereo unspecified)	18.7%	10.7%	-6.3%	-4.6%	.	-0.3	55	3.4%	7.4%	0.0%
Cc1cccc(NC(=O)CSc2ccc(-c3cccs3)nn2)c1C	4.1%	-3.4%	3.2%	2.5%	i	-1.1	47	-2.1%	-2.5%	-0.2%
O=c1c(O)c(-c2ccc(O)cc2O)oc2cc(O)cc(O)c12	38.1%	?	.	-17.5%	.	.	.	6.4%	.	-0.1%
COc1cccc(C(Nc2ccccn2)c2c(NC(=O)c3ccco3)sc(C)c2C)c1 (stereo unspecified)	2.3%	1.3%	-2.6%	5.2%	i	2.1	46	4.1%	7.1%	0.3%
COCCN(Cc1nc(C2(c3ccc(C)cc3)CCCC2)no1)C(C)C	-1.0%	6.4%	-2.3%	-13.1%	i	0.8	65	-2.5%	-3.5%	-0.2%
Cc1ccnc(NC(=O)c2ccc(COc3ccc(Cl)cc3)o2)c1	1.7%	16.8%	-1.6%	-11.1%	.	-0.5	59	2.5%	9.3%	-0.2%
COC(=O)CNC(=O)Cn1ccc2ccccc2c1=O	0.1%	15.9%	-7.5%	10.6%	i	0.0	48	23.4%	11.1%	-0.1%
COC(=O)c1ccccc1S(=O)(=O)N1CCC(C(=O)OCC(=O)NCC(F)(F)F)CC1	1.3%	9.3%	-3.0%	-9.3%	i	2.9	63	-3.5%	5.1%	-0.4%

Retrieved by compound from above (4):
SMILES	AID2073	Large T inhibition	NS5 inhibitors	GPR35 antagonists	Yfh1-depleted yeast	NTR1 ag	NTR1 ag cell count 20 µM	GPR55 LPI antagonism	Rac1 GTP hydrolysis	GPR55 beta-arrestin	others
COc1cccc(C(Nc2ccccn2)c2c(NC(=O)c3ccco3)sc(C)c2C)c1 (stereo unspecified)	2.3%	1.3%	-2.6%	5.2%	i	2.1	46	4.1%	7.1%	0.3%
Cc1ccnc(NC(=O)c2ccc(COc3ccc(Cl)cc3)o2)c1	1.7%	16.8%	-1.6%	-11.1%	.	-0.5	59	2.5%	9.3%	-0.2%
COC(=O)CNC(=O)Cn1ccc2ccccc2c1=O	0.1%	15.9%	-7.5%	10.6%	i	0.0	48	23.4%	11.1%	-0.1%
CC(=O)N1c2ccc(S(=O)(=O)N3CCCCC3)cc2CC1C(=O)Nc1cccc(C)c1 (stereo unspecified)	18.7%	10.7%	-6.3%	-4.6%	.	-0.3	55	3.4%	7.4%	0.0%
